CHRM1 PAM: human CHRM1 positive allosteric modulation; P11229; CHO-K1 hM1, Fluo-8 calcium fluorescence, ACh EC20; 0% = ACh EC20, 100% = maximal ACh; activation, % at 3 µM; hit rate 0.088% among 360,000; AID 588819; in the data active = activation above about 19%, passing the limit was not always enough
CRFR2-BP antag: blocks CRF-induced signaling of the CRF-BP/CRF-R2 complex; HEK293 CRF-R2/CRF-BP, CRF-induced calcium fluorescence; inhibition, % at 11.8 µM; hit rate 0.59% among 350,000; AID 588475;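 active = inhibition of the ligand-induced calcium signal above about 50% at the single tested concentration, limit read from the data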
M4 PAM: CHRM4 positive allosteric modulation; AID 624126; CHO-K1 hM4/Gqi5, Fluo-8 calcium fluorescence, ACh EC20; 0% = ACh EC20, 100% = maximal ACh; activation, % at 3 µM; hit rate 0.4% among 360,000;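 active = activation above its plate's cutoff, the mean activation of sample wells plus 3 SD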; also: some results filed as inactive read as strong as hits
Target sequence (P08173 whole entry, looked up): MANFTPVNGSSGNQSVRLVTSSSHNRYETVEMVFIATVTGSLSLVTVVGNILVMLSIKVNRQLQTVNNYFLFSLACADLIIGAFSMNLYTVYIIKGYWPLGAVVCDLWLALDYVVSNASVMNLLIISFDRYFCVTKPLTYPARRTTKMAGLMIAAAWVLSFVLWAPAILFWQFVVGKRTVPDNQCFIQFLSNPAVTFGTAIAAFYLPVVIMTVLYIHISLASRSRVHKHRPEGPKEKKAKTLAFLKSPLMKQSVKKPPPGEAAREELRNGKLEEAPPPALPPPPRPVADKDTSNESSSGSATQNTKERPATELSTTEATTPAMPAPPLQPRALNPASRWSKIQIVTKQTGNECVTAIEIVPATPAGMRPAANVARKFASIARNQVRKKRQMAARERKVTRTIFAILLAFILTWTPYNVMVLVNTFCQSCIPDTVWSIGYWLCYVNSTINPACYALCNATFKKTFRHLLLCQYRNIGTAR
M5 antag: antagonists of human muscarinic M5 receptor (CHRM5); P08912; CHO-hM5 cells, Fluo-8 calcium fluorescence, ACh EC80; AID 624040; inhibition, % at 3 µM; hit rate 0.59% among 360,000;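 active = inhibition above a per-plate cutoff, the mean of that plate's test compounds plus 3 SD, cut at about 27% in these data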;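 also: 0% = acetylcholine EC80 with DMSO and 100% = DMSO without agonist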
Target sequence (P08912 whole entry, looked up): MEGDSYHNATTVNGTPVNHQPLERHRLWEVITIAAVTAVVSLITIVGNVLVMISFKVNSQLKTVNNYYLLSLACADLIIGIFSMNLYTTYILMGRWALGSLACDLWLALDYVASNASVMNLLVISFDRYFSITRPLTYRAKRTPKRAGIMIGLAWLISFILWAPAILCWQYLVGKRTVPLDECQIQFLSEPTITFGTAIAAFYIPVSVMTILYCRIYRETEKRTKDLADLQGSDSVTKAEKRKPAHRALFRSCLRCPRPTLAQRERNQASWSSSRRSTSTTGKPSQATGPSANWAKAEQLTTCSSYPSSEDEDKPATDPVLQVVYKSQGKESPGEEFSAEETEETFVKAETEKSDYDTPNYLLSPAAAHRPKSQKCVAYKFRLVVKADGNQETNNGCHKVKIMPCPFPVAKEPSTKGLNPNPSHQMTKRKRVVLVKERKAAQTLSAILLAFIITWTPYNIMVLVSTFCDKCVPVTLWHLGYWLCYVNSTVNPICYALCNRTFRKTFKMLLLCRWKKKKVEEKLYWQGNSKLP
M5 ag: agonists of human muscarinic M5 receptor (CHRM5). CHO-K1 hM5 cells, Fluo-8 calcium fluorescence; 0% DMSO wells, 100% maximal acetylcholine response. activation, % at 3 µM. hit rate 0.19% among 360,000. AID 624037;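 active = activation above the run's mean over test compounds plus 3 SD, cut at about 23% in these data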;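 also: signal is peak over basal fluorescence ratio across the kinetic read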
CHRM5 PAM: positive allosteric modulators of human muscarinic M5 receptor; P08912; CHO-K1 hM5, Fluo-8 calcium, ACh EC20 PAM; 0% = ACh EC20, 100% = ACh EC100; activation, % at 3 µM; hit rate 0.3% among 360,000; AID 624038;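 active = activation above the run cutoff, the mean activation of all test compounds plus 3 SD, cut at about 18% in these data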
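Measured by: Fluo-8 calcium fluorescence; material: human M5 receptor in CHO-K1 cells; schedule: Post-acetylcholine fluorescence recording 140 s; benchmarks: low control EC20 acetylcholine (0%), high control EC100 acetylcholine (100%); read-out: Max/basal fluorescence ratio as % of EC20–EC100 ACh window; compound: single dose, 3 µM nominal final test concentration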
CHRM4 agonist: agonists of human muscarinic M4 receptor (CHRM4); P08173; CHO-K1 hM4/Gqi5, Fluo-8 calcium fluorescence; vehicle 0%, full acetylcholine response 100%; activation, % at 3 µM; hit rate 0.14% among 360,000; AID 624127;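 active = activation above the run mean over all test wells plus 3 SD, cut at about 32% in these data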;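 also: peak over basal fluorescence ratio per well then scaled between controls; 0% = DMSO wells and 100% = acetylcholine at EC100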
CHRM4 antagonist: antagonists of human muscarinic M4 receptor (CHRM4); P08173; CHO-hM4 cells, ACh EC80, Fluo-8 calcium fluorescence; inhibition, % at 3 µM; hit rate 0.73% among 360,000;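 active = inhibition above its plate's cutoff, the mean inhibition of sample wells plus 3 SD, cut at about 27% in these data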;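 also: 0% = acetylcholine EC80 with DMSO and 100% = DMSO without agonist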
CRFBP-R2 agonist: agonists of human CRF-binding protein/CRF-R2 receptor complex | HEK293 CRF-R2/CRF-BP, calcium dye fluorescence (FLIPR); percent of saturating CRF peptide response | activation, % at 13.2 µM | hit rate 0.46% among 350,000;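 active = activation of at least 50%, plus an integration ratio under a set limit after plate pattern correction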;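 also: plate controls were neutral control wells without compound for no effect and CRF at EC100 for full effect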
Starred values were filed as active, the others as inactive; x = no result given.

Second line of a record: CHRM1 PAM, CRFR2-BP antag, M4 PAM, M5 antag, M5 ag, CHRM5 PAM, CHRM4 agonist, CHRM4 antagonist, CRFBP-R2 agonist
[1] CCC(=Nc1ccccc1OC)C1=C(O)CC(c2ccccc2)CC1=O (stereo unspecified)
  11, -26, 13, 8, -4, -7, 2, 10, 0.2
[2] CCCCCC(=O)NC(=S)Nc1ccc(N2CCCCC2)c(Cl)c1
  8, -35, 5, 2, -1, -1, 1, -1, 6.6
[3] O=C(Cc1ccccc1[N+](=O)[O-])NC1CCN(Cc2ccccc2)CC1
  -7, 4, -5, -18, -5, 4, 1, 2, 1.8
[4] CC(OC(=O)c1cccc(N2C(=O)c3ccccc3C2=O)c1)C(=O)Nc1ccc(N(C)C)cc1 (stereo unspecified)
  5, -1, -1, -9, -1, -5, 3, -13, 0.1
[5] Cc1ccc(S(=O)(=O)NCCCCCC(=O)Nc2ccccc2)cc1
  12, -8, -5, 4, 0, -6, 2, 9, -2.4
[6] CCN1CCc2c(sc(NC(=O)c3ccc(S(=O)(=O)N4CCCCCC4)cc3)c2C(=O)NC)C1
  2, -45, 1, 6, 2, 4, 2, 2, 32
[7] CCCn1nc(C(=O)Nc2cccc(S(=O)(=O)N3CCOCC3)c2)c2ccccc2c1=O
  1, -10, -7, 9, -1, -6, 10, -5, 0.7
[8] COc1ccc(NC(=O)C2CC(c3c(F)cccc3Cl)=NO2)cc1 (stereo unspecified)
  3, -6, -5, 3, 3, 1, 3, -5, 1.1
[9] CC(=O)Nc1ccc(S(=O)(=O)N(C)CC(=O)OCC(=O)N(C)C2CCS(=O)(=O)C2)cc1 (stereo unspecified)
  15, -4, 2, 5, 1, -1, 0, 1, 3.0
[10] C/C(N)=C(/C#N)C(=O)CSc1nc2cc(Cl)ccc2c(=O)n1-c1ccc(C)cc1
  1, 0, -6, -2, 0, 3, 1, 4, 0.1

Values in list order from the list:
Compounds 1 to 10 in M5 antag: 8, 2, -18, -9, 4, 6, 9, 3, 5, -2
Compounds 1 to 10 in CRFBP-R2 agonist: 0.2, 6.6, 1.8, 0.1, -2.4, 32, 0.7, 1.1, 3.0, 0.1

Other results.
Second line of a record: CHRM1 PAM, CRFR2-BP antag, M4 PAM, M5 antag, M5 ag, CHRM5 PAM, CHRM4 agonist, CHRM4 antagonist, CRFBP-R2 agonist
[11] COc1cc(NC(=O)c2cccc(Cl)c2)c(OC)cc1NC(=O)CN1CCOCC1
  12, 5, 13, 2, 2, -3, 7, -5, -1.1
[12] CCc1cccc(N=c2c([N+](=O)[O-])nn(-c3ccc4c(c3)OCCO4)n2O)c1
  -6, -41, 2, 1, -3, -4, 18, -8, -2.7
[13] Cc1ccc(NC(=O)Cn2cccc2C2=NC(c3ccccc3)CO2)cc1C (stereo unspecified)
  -4, -9, -17, -11, -5, -6, -2, -22, 0.3
[14] COC(=O)COc1ccc(S(=O)(=O)NCc2cccnc2)cc1C
  4, -13, 2, -2, 0, -6, 3, 3, 1.9
[15] CN1CCN(c2ccc(S(=O)(=O)N3CCCCC3)cc2NC(=O)CCc2ccccc2)CC1
  2, -10, 3, 7, 5, 2, 2, 2, 0.5
[16] CCOC(=O)c1ccc(S(=O)(=O)NCC(c2ccc(N(C)C)cc2)c2c[nH]c3ccccc23)cc1 (stereo unspecified)
  -6, 12, 7, 0, -1, 0, 1, 4, 2.4
[17] Cc1cc(Cl)ccc1OCCCC(=O)N1CCN(C(=O)c2ccco2)CC1
  8, 28, -10, 0, 1, -4, 2, 6, -0.7
[18] Cc1cc([N+](=O)[O-])nn1Cc1noc(C(=O)NCCc2ccccn2)n1
  6, -18, 2, -2, -2, 4, 1, -4, 0.2
[19] COc1ccc(Nc2nc(C)nc3c2nnn3Cc2ccccc2Cl)c(OC)c1
  -7, 14, -2, 7, -2, -2, -1, 7, 0.3
[20] COc1ccc(C(=O)OCC(=O)Nc2cccc(C(C)=O)c2)c(OC)c1OC
  7, 1, 3, 10, 2, -4, 8, -6, -0.2

The list continues.
Second line of a record: CHRM1 PAM, CRFR2-BP antag, M4 PAM, M5 antag, M5 ag, CHRM5 PAM, CHRM4 agonist, CHRM4 antagonist, CRFBP-R2 agonist
[21] Cc1ccccc1NC(=O)NC1(C(=O)NCc2ccco2)CCCCC1
  20, 3, 5, 9, -2, 2, 2, -6, -0.3
[22] COc1cc(NC(=O)COC(=O)C=C(C)C)c(C)cc1[N+](=O)[O-]
  -3, -2, -8, 12, 4, -10, 8, -10, -1.2
[23] C/C(=N\NC(=S)Nc1cccc(C)c1)c1cccc(N)c1
  5, 18, 0, 0, -3, -3, 1, 5, -3.5
[24] C/C(=N\NC(=O)COc1ccc(C)cc1C(C)C)c1cc2ccccc2o1
  8, 2, -5, 2, -1, -10, 1, 7, 1.3
[25] O=C1Nc2ccccc2C(O)(C(=O)NC2CC2)N1c1ccc(Cl)c(Cl)c1 (stereo unspecified)
  9, 27, 0, 4, -12, 3, 0, 0, -2.4
[26] CCN1CCN(c2nc3ccccn3c(=O)c2C=O)CC1
  -4, -20, -3, 8, -1, -7, 10, -4, 5.9
[27] O=C(c1ccc(Cl)cc1)C1CCN(C(=O)N2CCOCC2)CC1
  0, 12, 6, -2, 4, -4, 4, -1, 1.0
[28] CN(C)c1cc2c(cc1NS(=O)(=O)c1ccccc1)n(C)c(=O)n2C
  -2, 4, -8, 14, -3, -5, 1, 12, -0.7
[29] O=Cc1ccc(C(=O)OCC(=O)Nc2ccc(F)cc2F)cc1
  18, -1, 7, 0, 2, -2, 2, -9, 0.2
[30] CCCCC(NC(C)=O)c1nc2ccccc2[nH]1 (stereo unspecified)
  0, 3, -6, 7, 1, -2, 0, 4, -0.1

Next part
Second line of a record: CHRM1 PAM, CRFR2-BP antag, M4 PAM, M5 antag, M5 ag, CHRM5 PAM, CHRM4 agonist, CHRM4 antagonist, CRFBP-R2 agonist
[31] CCN(CC(=O)NCc1ccc(F)cc1)CC(=O)Nc1cc(S(=O)(=O)N(C)C)ccc1C
  0, 1, 3, -3, 2, 3, 2, -4, -1.2
[32] O=C(CCc1cn(Cc2ccc(F)cc2)c2ccccc12)N1CCOCC1
  14, -7, 0, 0, -4, -1, 2, 2, 0.1
[33] COCCN(C(=O)COC(=O)CCc1nc2ccccc2s1)c1c(N)n(Cc2ccccc2)c(=O)[nH]c1=O
  3, 7, 0, 12, -3, -5, 0, 0, -0.6
[34] COc1ccccc1NC(=O)CC1C(=O)Nc2ccccc2N1C(=O)c1ccccc1 (stereo unspecified)
  7, -6, -3, -4, 1, -1, 2, -4, -4.9
[35] CC(CC(=O)c1ccccc1)=NCC(O)CN=C(C)CC(=O)c1ccccc1 (stereo unspecified)
  0, 29, -3, -3, -2, -1, 1, -7, -0.6
[36] O=C(O)CC(Sc1n[nH]c(=S)s1)C(=O)O (stereo unspecified)
  6, 3, 7, 11, 0, 0, 1, -17, -1.3
[37] CCOC(=O)/C(=C\c1c[nH]c2ccccc12)NC(C)=O
  9, 40, 7, 11, -4, -4, 1, -13, 0.5
[38] OC(COc1cccc2ccccc12)CN1CCN(c2ccccc2)CC1 (stereo unspecified)
  -1, -17, -3, 5, -3, -4, 2, -2, 1.6
[39] CNc1cc(-c2cccc(OC)c2F)nc2ccnn12
  -3, x, -3, 3, -1, -1, 2, 5, x
[40] CC(=O)c1ccc(NC(=O)CN2c3cccc4cccc(c34)S2(=O)=O)cc1
  7, -7, 2, 15, -1, -6, 4, -13, 1.7

(continued)
Second line of a record: CHRM1 PAM, CRFR2-BP antag, M4 PAM, M5 antag, M5 ag, CHRM5 PAM, CHRM4 agonist, CHRM4 antagonist, CRFBP-R2 agonist
[41] CCc1ccc(N2CC(C(=O)Nc3nnc(CC)s3)CC2=O)cc1 (stereo unspecified)
  3, -1, 1, 4, 0, 0, 0, 9, -0.4
[42] O=C(CN1CCN(Cc2ccc3c(c2)OCO3)CC1)Nc1ccc2[nH]c(=O)[nH]c2c1
  15, 28, 16*, 8, 4, 2, 0, -3, -2.9
[43] CCOc1cccc(C2C(C#N)=C(N)Oc3cc(C)n(Cc4ccccn4)c(=O)c32)c1OCC (stereo unspecified)
  -3, -16, 22, -6, -1, 6, 1, -8, -0.2
[44] CCCCn1c(=O)[nH]c(=O)c2c1ncn2Cc1ccco1
  0, 12, -3, -2, 0, 4, 1, -4, 1.3
[45] CC(C)(C)C(=O)CN1C(=O)NC(c2ccccc2)(c2ccccc2)C1=O
  12, -12, -1, -12, -1, 4, 3, -10, -0.1
[46] CCCc1nc2ccccc2c(=O)n1/N=C/c1c(C)[nH]n(-c2ccc(C)cc2)c1=O
  -4, 24, 6, 11, -5, -2, 0, 10, 9.0
[47] Cc1ccc(NC(=O)Cn2cc(C(F)(F)F)cc(Cl)c2=O)cc1Cl
  2, 4, 6, -6, -3, 0, 1, 2, 2.4
[48] Cc1ccccc1S(=O)(=O)N(C)C[C@@H]1OCc2cnnn2CCCC(=O)N([C@@H](C)CO)C[C@H]1C
  -1, 14, 4, -6, 0, 2, 1, -20, 5.2
[49] O=C(CSc1nnc(-c2ccccn2)n1Cc1ccco1)c1ccccc1
  8, 23, -6, 1, -10, -11, 5, 1, -1.5
[50] COc1cccc(/C=C/C(=O)OCC(=O)NCCC2=CCCCC2)c1
  3, 1, 1, -1, -6, 6, 2, -6, -0.4

Remaining list, next part:
Second line of a record: CHRM1 PAM, CRFR2-BP antag, M4 PAM, M5 antag, M5 ag, CHRM5 PAM, CHRM4 agonist, CHRM4 antagonist, CRFBP-R2 agonist
[51] COCc1c(C(=O)NCCOc2ccc(Cl)cc2)oc2ccccc12
  2, -1, 2, 0, -1, -2, 0, -11, -1.0
[52] Cc1ccc(N(O)C(C)(C)C)cc1
  10, -2, 10, 10, 3, 1, 0, -10, 1.7
[53] COc1ccc(-c2cc(C)no2)cc1S(=O)(=O)NCc1cccc(C)c1
  10, -4, 10, 15, -4, -2, 3, -8, 1.1
[54] CC(C)(C)OC(=O)N(CCc1ccccc1)Cc1cccc(OCc2cccc(NC(=O)C3CCCC3)c2)c1
  2, -13, 0, -6, 0, -1, 0, -11, 0.3
[55] O=C1c2ccccc2C(=O)N1CCN1CCOCC1
  7, -5, 2, 3, 1, -1, 1, -7, 4.5
[56] O=C(Nc1ccccc1-c1nnn(CC(=O)N2CCCc3ccccc32)n1)c1ccco1
  -10, -5, -6, 4, 1, -13, 24, 11, 0.1
[57] Cc1nc(N2CCOCC2)sc1C(=O)NN
  4, -3, -5, -1, -1, 3, 1, -5, 2.1
[58] O=C(NN=Cc1ccc2c(c1)OCO2)c1ccc([N+](=O)[O-])cc1
  0, x, -1, 0, -1, -4, 1, -1, x
[59] COc1cccc(C=Nc2cc(C)cc(C)c2)c1O
  4, 10, 8, -2, -3, -4, 1, -7, -8.4
[60] CN(C)S(=O)(=O)c1ccc(S(=O)(=O)N2CCCC2)cc1
  2, 1, 5, 5, -12, -3, -1, 0, -2.8
[61] CNC(=O)c1ccc(OCc2ccccc2)c(OC)c1
  8, 45, 5, -6, -5, -1, 1, -6, -2.4
[62] CCC(=O)Nc1ccccc1-c1nnn(CC(=O)N2c3ccccc3CC2C)n1 (stereo unspecified)
  7, -3, 3, 6, 1, 4, 1, -1, -2.5

Random draw from the library, and some 2.6% of all compounds hit somewhere here.
